Lung fibro prol: blocks proliferation of human lung fibroblasts | LL 47 human lung fibroblast viability, ATP luminescence; stronger effect = lower value | viability, % at 10 µM | hit rate 1.1% among 85,000;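 active = viability at or below 50% in the single dose screen; inactive = viability above 50%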;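 also: compound exposure lasted 72 h before the ATP readout; 100% = median luminescence of untreated cell-only wells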
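Test system: LL 47 human lung fibroblasts / Quantity: 1,150 cells in each well / Medium: IMEM growth medium with 15% fetal bovine serum / Incubation: 72 h compound exposure at 37 °C after overnight plating / Detection: CellTiter-Glo luminescence measuring cellular ATP / Read-out: % viability versus median cells-only luminescence / Benchmarks: cell-only wells, no compound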
ERb SRC1 inh: ER-beta (human) coactivator binding inhibition; Q92731; TR-FRET ER-beta LBD / SRC1-Cy5 peptide binding; receptor agonist-loaded with 1 µM estradiol; inhibition, % at 25.6 µM; hit rate 1.3% among 86,000; AID 633;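 active = compounds whose percent inhibition of the receptor-coactivator binding signal exceeds about 50% in the single-dose screen, limit read from the data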;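 also: 0% = receptor plus peptide wells without compound and 100% = peptide-only wells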
Target sequence (Q92731 whole entry, looked up, the tested form may be a part): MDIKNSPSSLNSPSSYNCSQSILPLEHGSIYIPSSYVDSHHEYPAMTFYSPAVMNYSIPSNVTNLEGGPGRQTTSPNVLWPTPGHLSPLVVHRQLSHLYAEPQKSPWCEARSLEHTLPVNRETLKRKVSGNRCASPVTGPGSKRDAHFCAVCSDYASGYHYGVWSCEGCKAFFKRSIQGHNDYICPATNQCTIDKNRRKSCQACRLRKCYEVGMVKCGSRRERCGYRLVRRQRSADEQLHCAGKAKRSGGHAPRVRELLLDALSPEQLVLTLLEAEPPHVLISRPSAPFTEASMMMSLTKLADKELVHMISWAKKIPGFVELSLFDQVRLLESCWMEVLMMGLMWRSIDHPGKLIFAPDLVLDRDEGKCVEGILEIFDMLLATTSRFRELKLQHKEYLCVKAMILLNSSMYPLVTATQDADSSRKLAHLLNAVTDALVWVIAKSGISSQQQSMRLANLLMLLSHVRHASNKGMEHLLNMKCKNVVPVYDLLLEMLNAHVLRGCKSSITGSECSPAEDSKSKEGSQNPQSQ
H69AR inhibit: blocks growth of human H69AR lung tumor cells | H69AR lung tumor viability, ATP luminescence, 72 h; stronger effect = lower value | viability, % at 10 µM | hit rate 6% among 85,000;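 active = viability at or below 40%; inactive = viability above 40%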;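 also: multidrug resistant small cell line overexpressing MRP-1 efflux transporter; 100% = mean luminescence of untreated control wells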
HUVEC prolif 384: blocks proliferation of human endothelial cells; viability, % at 10 µM (by protocol); HUVEC proliferation, CellTiter-Glo luminescence, 72 h; stronger effect = lower value; hit rate 1.1% among 86,000;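 active = viability at or below 30%; inactive = viability above 30%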;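 also: 100% = median luminescence of DMSO-only cell control wells on each plate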
ERa coact pot: enhances coactivator binding to human estrogen receptor alpha. hit rate 1.3% among 86,000. TR-FRET ERalpha-LBD/SRC-Cy5 coactivator binding, 2 h; 100 = basal binding, no effect. coactivator binding (% of control), % at 25.6 µM; in the data active = activity above about 200%;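 also: binding measured in presence of low estradiol as agonist stimulus; 0% = peptide alone without receptor and 100% = receptor with peptide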
sEH act: increases human soluble epoxide hydrolase activity; P34913; purified human sEH enzymatic activity, activator screen; activation, % at 2 µM; hit rate 0.04% among 91,000; AID 717; in the data active = activation above about 37%; also: values of inactives mirror those of a sister screen read the other way
Calb biofilm kill: kills Candida albicans biofilms. C. albicans biofilm + clotrimazole, Alamar Blue. inhibition, % at 6 µM. hit rate 0.14% among 85,000;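 active = inhibition above 20%; inactive = inhibition below 20%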;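 also: preformed 24 hr biofilms exposed to compound for 48 hr; 0% = biofilm without compound and 100% = blank killed by clotrimazole plus chlorhexidine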
Smad3 inh: Smad3 (human) transcription factor binding inhibition; hit rate 0.29% among 88,000; TR-FRET Smad3/Dy647-FoxH1 peptide binding, europium anti-His; AID 630; inhibition, % at 25 µM; P84022;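 active = compounds that reduce the energy-transfer binding signal between the protein and its labelled peptide by more than half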;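 also: 0% = Smad3 plus labelled peptide maximal FRET and 100% = peptide-only background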
Target sequence (P84022 whole entry, looked up): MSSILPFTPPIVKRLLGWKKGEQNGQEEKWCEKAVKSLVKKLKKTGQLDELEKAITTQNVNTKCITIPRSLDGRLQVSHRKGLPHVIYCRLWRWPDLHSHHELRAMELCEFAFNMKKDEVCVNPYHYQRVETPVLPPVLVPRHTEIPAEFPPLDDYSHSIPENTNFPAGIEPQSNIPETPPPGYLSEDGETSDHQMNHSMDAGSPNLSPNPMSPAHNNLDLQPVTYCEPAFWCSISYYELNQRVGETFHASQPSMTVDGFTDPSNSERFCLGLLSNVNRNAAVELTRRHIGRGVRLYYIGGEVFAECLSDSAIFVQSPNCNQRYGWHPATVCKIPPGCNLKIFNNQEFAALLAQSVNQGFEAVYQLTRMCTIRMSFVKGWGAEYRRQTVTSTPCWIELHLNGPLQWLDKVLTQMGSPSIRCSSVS
ERa SRC1 inh: blocks coactivator binding to human estrogen receptor alpha; TR-FRET ER-alpha LBD / SRC-1 peptide, estradiol-bound; inhibition, % at 25.6 µM; hit rate 1.7% among 86,000; P03372; in the data active = inhibition above about 50%;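 also: 0% = receptor plus peptide control and 100% = peptide only without receptor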
Starred values were filed as active, the others as inactive; . = no result given; [ ] = dose if it differs, or a comment.

Below each SMILES: Lung fibro prol	ERb SRC1 inh	H69AR inhibit	HUVEC prolif 384	ERa coact pot	sEH act	Calb biofilm kill	Smad3 inh	ERa SRC1 inh
- COC(=O)c1cc(=O)n2c(-c3ccccc3)csc2n1
  105	0	97	104	82[fluorescence artefact?]	-2	3	6	3[fluorescence artefact?]
- Clc1ccc(Nc2nc(-c3cccnc3)cs2)cc1
  84	-5	86	96	102	-1	4	7	-9
- O=C(NCC1CCCO1)C(C(=O)c1ccccc1)n1ccccc1=O (stereo not drawn)
  104	-6	103	102	95	8	6	-4	-2
- C(=N\N1CCN(Cc2cccc3ccccc23)CC1)/c1ccco1
  101	-19	86	92	99	0	8	1	2
- CCS(=O)(=O)N1CCCC(C(=O)NC2CCCCC2C)C1 (stereo not drawn)
  88	-6	98	97	97	-14	2	-6	3
- COc1ccc(OC)c(C(c2nnnn2CCc2ccccc2)N2CCC(C(N)=O)CC2)c1 (stereo not drawn)
  94	-6	77	102	135	-10	.	-8	-5
- O=C(Cn1c(=O)oc2cc(S(=O)(=O)N3CCCC3)ccc21)N1CCc2ccccc2C1
  97	2	100	97	101	-9	5	-21	-4
- COc1cc(CN2CCC(C(=O)NC3CCCC3)CC2)ccc1O
  94	4	90	98	113	4	7	5	6
- Cc1cc(C)c(S(=O)(=O)NCCn2c(C)cc3ccccc32)c(C)c1
  83	1	40	72	146[fluorescence artefact?]	8	8	5	0
- COc1ccc(OC)c(NC2c3ccccc3C(=O)N2c2cccnc2)c1 (stereo not drawn)
  98	17	83	96	97[fluorescence artefact?]	-1	3	13	8[fluorescence artefact?]
- O=C(NCCN1CCOCC1)c1cc2cc(Br)ccc2oc1=O
  102	3[fluorescence artefact?]	97	87	116	8	7	7	9[fluorescence artefact?]
- CCOC(=O)c1ccc(NC(=O)CSc2nnc(CNc3ccc(C)cc3)n2C)cc1
  .	-5	105	92	102	-3	1	6	-12
- CC(C)(C)NS(=O)(=O)c1ccc(NS(=O)(=O)c2ccc(F)cc2)cc1
  102	-6	92	100	102	5	8	6	-8
- COc1cccc(CN2C(=O)CCC2(C)C(=O)NC2CCCCCC2)c1 (stereo not drawn)
  94	-6	.	94	113	6	2	-11	-2
- COc1nnc(-c2ccc(C)c(S(=O)(=O)NCCO)c2)c2ccccc12
  92	64*[fluorescence artefact?]	83	94	77	-2	-2	8	58*
- O=C(CSc1nnc(CNc2ccc(Cl)cc2)o1)Nc1nc2ccccc2s1
  80	2	92	97	95	5	-2	-2	6
- O=C(Nc1ccccc1N1CCOCC1)c1ccc(Br)o1
  102	-32	80	97	99	21	0	16[fluorescence artefact?]	-25
- Cc1[nH]c2ccccc2c1C(=O)CSc1nncn1C
  97	-8	94	91	107	19	8	1	-8
- Cc1ccc(S(=O)(=O)Oc2ccc(/C=C(/NC(=O)c3ccccc3)C(=O)Nc3ccccc3)cc2)cc1
  104	-6	32*	82	101	2	6	-8	5
- COc1ccc(CCNC(=O)C2CCN(S(=O)(=O)N3CCOCC3)CC2)cc1OC
  109	-6[fluorescence artefact?]	92	93	109	4	-2	1[fluorescence artefact?]	-9
- CCCCC(C(=O)O)C(C)CC(=O)Nc1cccc(C(=O)O)c1 (stereo not drawn)
  103	12	102	112	109	.	4	3	-4
- Cc1cccn2c(=O)c3cc(C#N)c(=O)n(Cc4cccnc4)c3nc12
  93	-4	77	95	122[fluorescence artefact?]	.	-2	0[fluorescence artefact?]	-4
- O=C(NCc1ccc(N2CCCC2=O)cc1)c1cn(Cc2ccccc2)nn1
  97	-1[fluorescence artefact?]	81	90	127	.	8	2	13[fluorescence artefact?]
- CC(=O)N(c1ccc(Br)cc1)C1C=CS(=O)(=O)C1 (stereo not drawn)
  97	-1	98	90	105	0	2	-4	-8
- O=C1c2ccccc2C(=O)N1CC(O)Cn1nnc2ccccc21 (stereo not drawn)
  94	2	93	98	104	-9	11	-2	1
- O=C1c2ccccc2C(Nc2ccc(S(=O)(=O)N3CCCCC3)cc2)N1Cc1ccco1 (stereo not drawn)
  100	-1	76	100	89[fluorescence artefact?]	-16	6	-12	3
- O=c1cc(O)n(-c2ccccc2F)c(=S)[nH]1
  101	3	103	100	97	-7	7	8	1
- O=S(=O)(NCc1ccccn1)c1ccc(Br)s1
  97	-2	71	101	84	.	-2	1	-4
- CC12CN3CC(C)(CN(C1)C3c1ccc(Cl)cc1Cl)C2O (stereo not drawn)
  93	6	84	92	97	-8	0	-6	1
- COC(=O)c1ccccc1NC(=O)CSc1ccccc1
  101	4	98	106	81[fluorescence artefact?]	.	5	14	7[fluorescence artefact?]
- CC(C)(C)n1nnnc1C(c1cccs1)N1CCN(c2ccccc2)CC1 (stereo not drawn)
  97	-10	81	112	108	2	-3	-10	-12
- CCc1nc(SCc2nc3ccccc3[nH]2)c2oc3ccccc3c2n1
  90	7	40*	79	101[fluorescence artefact?]	-18	6	9	18[fluorescence artefact?]
- Cc1cc(C)n(-c2nc(O)cc(=O)[nH]2)n1
  95	-2	113	100	103	10	1	5	-15
- Nn1c(SCC(=O)Nc2cccc(F)c2)nnc1C1CCCCC1
  .	1	97	107	71	2	6	4	17
- CCOc1ccc(NC(=O)CN(c2cc(C)cc(C)c2)S(=O)(=O)c2c(C)noc2C)cc1
  92	-9	89	102	101	0	4	8	-4
- CC(=O)Nc1c(C(=O)N2CCN(c3ncccn3)CC2)cnn1-c1ccccc1Cl
  107	-5	91	106	107	8	11	-20	-7
- CC1CN(C(=O)CSc2nnc(-c3ccncc3)n2-c2ccccc2)CC(C)O1 (stereo not drawn)
  106	14	75	95	96	.	6	-10	5
- O=C(Nc1ccc(CN2CCOCC2)cc1)c1cccc(F)c1
  102	-20	84	98	109	-8	3	21	5
- CC(=O)N1CCc2cc(S(=O)(=O)NC3CCCc4ccccc43)ccc21 (stereo not drawn)
  92	-7	78	99	107	-6	-6	9	-3
- Cc1ccc(-c2cc(-c3cccs3)[nH]n2)c(O)c1
  88	3	64	81	74	6	7	4[fluorescence artefact?]	-3
- COc1cc2c(cc1OC)C(C(=O)NCCN1CCOCC1)C1c3ccccc3CCN1C2=O (stereo not drawn)
  88	-8	95	97	109	.	2	5	-8
- COc1ccc(S(=O)(=O)N(C)CC(=O)NC2CCCCC2)cc1Cl
  104	-5	97	94	123	-6	-4	5	-4
- O=C(c1ccccc1)N1CCN(C(=O)c2ccccc2Br)CC1
  103	-4	96	105	113	15	8	6	-7
- O=C(Nc1ccc(Cl)cn1)c1ccccc1F
  89	-17	46	65	102	0	8	8	-14
- Cc1ccc(S(=O)(=O)N=Nc2c(O)[nH]c3ccccc23)cc1
  105	4	99	95	109	-2	4	-4	7
- CCCc1cc(NCCN2CCOCC2)n2c(nc3ccccc32)c1C#N
  91	7	65	86	120	.	8	-6	-3
- CC1(C)Cc2c(sc3c2c(=N)n(Cc2ccco2)c(=O)n3Cc2ccc(Cl)cc2)CO1
  94	-6	78	100	104	.	6	8	-3
- O=C(Nc1ccc(O)cc1)c1ccc(C(=O)c2ccccc2)o1
  101	-4[fluorescence artefact?]	87	97	142	10	8	-2	0
- CCOc1ccc(NC(=NCc2ccc3c(c2)OCO3)SC2CC(=O)N(c3ccc(OCC)cc3)C2=O)cc1 (stereo not drawn)
  43*	-16	101	26*	118	-2	.	14	-3
- CCN(CC)S(=O)(=O)c1cccc(-c2nnc(SCC(N)=O)n2CCc2ccccc2)c1
  95	-10	87	88	130	7	9	-3	-3

Continuation:
Below each SMILES: Lung fibro prol	ERb SRC1 inh	H69AR inhibit	HUVEC prolif 384	ERa coact pot	sEH act	Calb biofilm kill	Smad3 inh	ERa SRC1 inh
- Cc1ccc(S(=O)(=O)CC(=O)N2CCCC2)cc1
  101	-6[fluorescence artefact?]	93	92	155	-4	7	3	-7
- Cc1cccc(NC(=O)N2CCCC2C(=O)NCc2cccs2)c1 (stereo not drawn)
  105	3	95	99	103	-3	3	8[fluorescence artefact?]	-10
- Cc1cc(NC(=O)CCC(=O)N(CCC(C)C)C(C(=O)NC2CCCC2)c2cccnc2)no1 (stereo not drawn)
  92	3	80	59	97	3	-7	0	0
- COc1ccc(NS(=O)(=O)c2cc(OC)ccc2NC(=O)c2cc(C)oc2C)cc1
  67	-2[fluorescence artefact?]	21*	56	134	5	1	18[fluorescence artefact?]	-5
- CCOC(=O)N1CCN(C(=O)Cn2c(=O)sc3ccccc32)CC1
  104	-5	84	96	137	.	-9	5	-7
- COCCOC(=O)c1c(C)oc2ccc(NS(=O)(=O)c3ccc(C(=O)O)cc3)cc12
  106	54*[fluorescence artefact?]	99	91	49	.	-3	-2	39
- CCC1(CC)C(=O)NC(=O)NC1=NCCc1ccc(O)cc1
  102	-8	97	101	101[fluorescence artefact?]	11	7	-4	-3
- CCn1cc(Br)c(C(=O)Nc2cccc(Cl)c2)n1
  88	-13	83	76	107	-11	4	3	-11
- COc1ccc2[nH]c(O)c(NC(C)=O)c2c1
  93	9	84	96	157	-6	4	3	-2
- Cc1ccc(-c2nnn(CC(=O)N3CCN(c4ccccc4)CC3)n2)o1
  99	1[fluorescence artefact?]	85	84	109	-8	2	2	1[fluorescence artefact?]

Gathered by group: those above with a COOH group
Below each SMILES: Lung fibro prol	ERb SRC1 inh	H69AR inhibit	HUVEC prolif 384	ERa coact pot	sEH act	Calb biofilm kill	Smad3 inh	ERa SRC1 inh
- CCCCC(C(=O)O)C(C)CC(=O)Nc1cccc(C(=O)O)c1 (stereo not drawn)
  103	12	102	112	109	.	4	3	-4
- COCCOC(=O)c1c(C)oc2ccc(NS(=O)(=O)c3ccc(C(=O)O)cc3)cc12
  106	54*[fluorescence artefact?]	99	91	49	.	-3	-2	39

Other compounds:
Below each SMILES: Lung fibro prol	ERb SRC1 inh	H69AR inhibit	HUVEC prolif 384	ERa coact pot	sEH act	Calb biofilm kill	Smad3 inh	ERa SRC1 inh
- O=C(CSc1nnnn1-c1ccccc1)NC(=O)Nc1ccc2c(c1)OCCO2
  104	-2	80	92	101	-3	1	1	-8
- CCOC(=O)/C(C#N)=C1/SC(CCO)C(=O)N1c1ccccc1 (stereo not drawn)
  111	17[fluorescence artefact?]	95	110	71[fluorescence artefact?]	5	9	5	11
- CCCC1=C(C(=O)OCC)C(c2cc(Cl)cc(OC)c2OCc2ccccc2)NC(=O)N1 (stereo not drawn)
  87	16[fluorescence artefact?]	68	67	78	-4	11	-6	21
- CC1=C(C)SC(=C(C#N)c2nnc(N3CCOCC3)n2-c2ccccc2)S1
  99	7	87	91	97	.	12	16[fluorescence artefact?]	9
- O=C(Nc1nc2c(s1)C(=O)CCC2)c1ccccc1
  98	0	91	98	119[fluorescence artefact?]	-13	.	-14	-3
- CCN1CCN(CCCNC(=O)Cn2cc3c(n2)CCCC3)CC1
  98	4	108	97	100	-2	-2	-4[fluorescence artefact?]	-2
- O=C(c1ccco1)N1CCN(C(=O)c2oc(=O)c3ccccc3c2-c2ccccc2)CC1
  99	-9	52	97	94	3	8	12	-3
- COCCOC(=O)C1=C(C)NC2=C(C(=O)CCC2)C1c1ccc2c(c1)OCO2 (stereo not drawn)
  107	7[fluorescence artefact?]	97	103	107	6	4	0	1[fluorescence artefact?]
- CCN1CCN(C(c2cccs2)C(C)NS(=O)(=O)c2ccc(Br)cc2)CC1 (stereo not drawn)
  83	-16	79	80	115	.	4	-6	-34
- O=CNC1CCCc2c1[nH]c1ccc(Cl)cc21 (stereo not drawn)
  98	-10	103	70	101	17	6	7	0
- CCOc1cccc(C(=O)Nc2cccnc2)c1
  116	2	98	96	98	-3	-4	-7	-8[fluorescence artefact?]
- Cc1cc(CCN2CCC(=O)NC2=S)ccc1OC(C)C
  99	-4	78	107	99	-2	3	-14	-6
- O=c1c2c(-c3ccccc3)csc2nc2n1CCC2
  89	-8	86	85	107	0	3	10	-11

Source: PubChem

These rows are one share of the data (hit frequency here may not be typical).
